OX1R antag-1: human HCRTR1 antagonism; 0.43% of 330,000 active; CHO/OX1R cells, Fluo-8 calcium fluorescence, orexin A; O43613; AID 434989; inhibition, % at 5 µM;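 active = inhibition above its plate's threshold, mean inhibition of all tested compounds on the plate plus 3 SD, cut at about 37% in these data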;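 also: 0% = orexin A challenge wells and 100% = SB-334867-A antagonist wells; not every result past the cut was called active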
Target sequence (O43613 whole entry, looked up): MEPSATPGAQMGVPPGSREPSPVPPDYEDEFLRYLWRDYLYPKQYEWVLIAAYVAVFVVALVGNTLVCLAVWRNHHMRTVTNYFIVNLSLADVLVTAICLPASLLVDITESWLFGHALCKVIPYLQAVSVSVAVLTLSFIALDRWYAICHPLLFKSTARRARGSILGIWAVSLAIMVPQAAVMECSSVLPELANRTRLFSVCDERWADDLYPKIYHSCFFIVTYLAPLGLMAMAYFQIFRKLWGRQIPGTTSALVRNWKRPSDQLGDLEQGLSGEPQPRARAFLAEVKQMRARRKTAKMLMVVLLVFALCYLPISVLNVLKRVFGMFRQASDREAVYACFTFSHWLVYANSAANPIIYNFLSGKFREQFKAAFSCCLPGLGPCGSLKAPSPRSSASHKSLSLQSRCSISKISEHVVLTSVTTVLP
OX1R antag-2: antagonists of human orexin 1 receptor (OX1R). O43613. OX1R-expressing cells, FRET antagonist read-out. inhibition, % at 6.6 µM. 1.8% of 330,000 active. AID 485270; in the data active = inhibition mostly above about 38%, no sharp cut-off; inactive = mostly below about 40%;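 also: 0% = agonist challenge alone and 100% = reference antagonist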
* = called active by the depositor.

entry	OX1R antag-1	OX1R antag-2	Compound
1	-1	72*	CCN(CC)C(=O)Cn1c(C)c(/C=C/c2cc[n+](C)cc2)c2ccccc21
2	-16	-2	CCOC(=O)N1CCN(Cc2ccc(O)c3ncccc23)CC1
3	-7	20	O=C(Nc1ccc(Br)cn1)c1cccc(S(=O)(=O)N2CCCC2)c1
4	11	-4	CCN(CC)CCNC(=O)Cn1c(-c2ccccn2)nc2ccccc21
5	-32	-3	CCc1cccc(NC(=O)C2CCN(S(=O)(=O)c3ccc4[nH]c(=O)ccc4c3)CC2)c1
6	2	11	Cc1cc(OCC(=O)OCC(=O)Nc2ccc(Cl)cn2)ccc1Cl
7	-4	44	O=C(CSc1nnc(CNC(=O)c2ccccc2)o1)NCc1ccccc1
8	-43	18	COc1ccc(C)cc1NC(=O)CNC(c1ccccc1)c1ccc(C)cc1 (configuration not stated)
9	-12	27	COCCNCCCCOc1ccccc1-c1ccccc1
10	-15	10	COc1ccc(O)c(C(=O)c2cnc3onc(C)c3c2)c1
11	-13	18	CCN(c1ccc(NC(=O)COC(=O)CCC(=O)c2ccc(F)cc2)cc1)C(C)C
12	-20	24	CCN(CC(=O)Nc1ccc(NC(C)=O)cc1)C(=O)C1CC(=O)N(Cc2ccc(C)cc2)C1 (configuration not stated)
13	-31	8	CCCCc1ccc(NC(=O)CSc2nc(=O)n3cc(C)ccc3n2)cc1
14	-17	25	CN1CCN(c2nc(-c3cccnc3)nc3scc(-c4ccccc4)c23)CC1
15	6	1	COc1ccc(NC(=O)CN(C)C(=O)C2CC(=O)N(c3ccc4c(c3)OCCO4)C2)cc1 (configuration not stated)
16	6	0	CC(=O)c1c(C)[nH]c(C(=O)OCC(=O)Nc2ccc3[nH]c(=O)[nH]c3c2)c1C
17	-10	8	COc1ccc(S(=O)(=O)NCc2ccccc2Cl)cc1OC
18	-22	19	CCOC(=O)/C(=C\c1ccc([N+](=O)[O-])cc1)C(=O)c1cc(C(C)=O)c(Nc2ccccc2)s1
19	1	3	COc1ccc(-c2cc3c(=O)n(CC(=O)N4CCCC4)ncn3n2)cc1
20	-22	15	C=CCOc1ccc(/C=N/NC(=O)CN(c2cc(Cl)ccc2OC)S(=O)(=O)c2ccc(C)c([N+](=O)[O-])c2)cc1

Copied from the list.
Result for entry 3 in OX1R antag-1: -7
Result for entry 9 in OX1R antag-2: 27
Result for entry 6 in OX1R antag-2: 11
Result for entry 16 in OX1R antag-1: 6
Result for entry 2 in OX1R antag-1: -16
Result for entry 20 in OX1R antag-2: 15

Following part:
entry	OX1R antag-1	OX1R antag-2	Compound
21	-69	34	CCOc1ccc(NC(=O)CSc2nnc(N)s2)c([N+](=O)[O-])c1
22	-21	10	Cc1cc(C)c(S(=O)(=O)NCCc2ccncc2)c(C)c1
23	1	-4	CNc1cc(C)nc(-n2nc(C)cc2C)n1
24	-22	26	O=C(c1cc(COc2ccc(F)cc2Cl)on1)N1CCCC(OCc2cccnc2)C1 (configuration not stated)
25	-15	6	CN1CCN(c2ccc(CNC(=O)c3ccc4c(c3)OCCO4)cc2)CC1
26	4	-9	O=c1cc2c(n[nH]1)-c1ccccc1CC2
27	-21	7	O=C(CC1CCCCC1)N=C1SC2CS(=O)(=O)CC2N1c1ccccc1 (configuration not stated)
28	-10	18	COc1ccc(C2=NN(C(=O)CCC(=O)O)C(c3ccc(OC)cc3)C2)cc1 (configuration not stated)
29	3	2	C=CCn1cc(Cl)c(=O)n(CC=C)c1=O
30	11	16	COc1ccc(N2C(=O)c3ccccc3NC23CCCC3)cc1
31	-31	11	CCCc1cc(NCCCN2CCOCC2)n2c(nc3ccccc32)c1C#N
32	11	11	O=C1CN(C(=O)CSc2nnnn2C2CC2)c2ccccc2N1
33	-42	22	COc1ccc(S(=O)(=O)N2CCCCCC2)cc1C(=O)N(C)Cc1ccc(F)cc1
34	-11	-1	COc1cccc(/C=C/C(=O)OCC(=O)c2ccccc2)c1OC
35	-5	26	COc1cc2ncnc(NCc3cccc(Cl)c3)c2cc1OC
36	-14	10	O=S(=O)(Nc1nc2ccccc2nc1NCCO)c1cccc(Cl)c1
37	-26	22	COCCN(Cc1ccccc1)C(=O)c1c(C)nn(-c2ccccc2)c1C
38	-8	7	Cc1ccc(S(=O)(=O)Nc2ccc3cn[nH]c3c2)cc1
39	-6	5	OC(COc1ccccc1)CN1CCN(c2ncccn2)CC1 (configuration not stated)
40	1	4	O=[N+]([O-])c1ccccc1S(=O)(=O)Nc1ccc(S(=O)(=O)N2CCCC2)cc1

3 structures already listed, ordered by molar mass, highest first:
entry	OX1R antag-1	OX1R antag-2	Compound
8	-43	18	COc1ccc(C)cc1NC(=O)CNC(c1ccccc1)c1ccc(C)cc1 (configuration not stated)
6	2	11	Cc1cc(OCC(=O)OCC(=O)Nc2ccc(Cl)cn2)ccc1Cl
38	-8	7	Cc1ccc(S(=O)(=O)Nc2ccc3cn[nH]c3c2)cc1

(further entries)
entry	OX1R antag-1	OX1R antag-2	Compound
41	-25	13	O=c1[nH]c(CCC2CCCC2)nc2ccccc12
42	-18	11	Cc1ccc(C(=O)N(Cc2nnc(-c3ccc(Cl)cc3)o2)C2CC2)o1
43	-15	20	Cc1nc2nc(Cc3ccccc3)[nH]n2c(=O)c1Cc1ccccc1
44	-21	12	Cn1nccc1C(=O)N1CCCC(C(=O)c2ccc(C(F)(F)F)cc2)C1 (configuration not stated)
45	-20	16	O=C(c1ccc(Br)o1)N1CCCc2ccccc21
46	-23	12	Cc1ccc2nc(SC(C(=O)Nc3ccc(F)cc3)c3ccccc3)[nH]c2c1 (configuration not stated)
47	-12	10	CCOc1ccc(CCNC(=O)C(O)c2ccccc2)cc1 (configuration not stated)
48	-7	11	COc1ccc(C(=O)NNC(=O)c2ccc(S(=O)(=O)N3CC(C)OC(C)C3)cc2)cc1 (configuration not stated)
49	4	7	CC(=O)Nc1ccc(S(=O)(=O)Nc2ccc3c(c2)OCCO3)cc1Cl
50	-12	16	CNc1oc(-c2ccccc2F)nc1S(=O)(=O)c1ccc(C)cc1
51	-19	14	COc1cc(CC(=O)Nc2cccc(C(F)(F)F)c2)cc(OC)c1OC
52	-31	-2	COc1ccc(Cl)cc1C(=O)NCc1ccc2c(c1)OCO2
53	-14	20	O=C(O)CCNC(=O)c1ccc(NC(=O)Cc2ccc(Cl)cc2)cc1
54	-25	17	O=C(O)CCC(=O)N1CCN(c2cccc(Cl)c2)CC1
55	-18	26	CC(C)CN(CC(C)C)c1ccc(/C=N/n2cnnc2)cc1[N+](=O)[O-]
56	-4	4	CCOc1ccc(CC(C(=O)NN)C(=O)NN)cc1CN(C)C
57	-30	30	COc1ccc2nc(N3C(=O)CC(C(C)c4ccccc4)C3=O)sc2c1 (configuration not stated)
58	-17	10	C=CCn1c(SC(C)C(=O)Nc2ccc(Cl)cn2)nnc1C1CC1 (configuration not stated)
59	-29	17	CC(=O)C1=C(C)N(Cc2ccccc2)C(=O)N[C@@H]1c1cccc(C(F)(F)F)c1
60	-4	12	Cc1cccc(NC2(C(F)(F)F)N=C3SCCN3C2=O)n1 (configuration not stated)
61	-11	10	CC(C)OC(=O)CSc1nnc2c(n1)[nH]c1ccc(F)cc12
62	0	-5	O=C(N1CCOCC1)N1CCN(S(=O)(=O)c2ccc(F)cc2)CC1
63	-2	14	CCSc1ncnc2c1sc1nc3c(cc12)COC(C)(C)C3
64	-21	1	CN(C)Cc1c(O)ccc2[nH]cnc12
65	1	-1	O=C(NNC(=S)NC1CC2C=CC1C2)c1ccncc1 (configuration not stated)
66	-38	22	CCOc1ccc(CCNC(=O)COC(=O)Cc2c[nH]c3ccccc23)cc1OCC
67	0	10	COc1cc(NS(=O)(=O)c2ccc(NC(=O)c3ccc(Cl)cc3Cl)cc2)ncn1
68	-19	7	CCNC(=S)N1CCN(CCN=CC2=C(O)CC(c3ccco3)CC2=O)CC1 (configuration not stated)
69	-16	10	CC1=CC(C)C(/C=N/N=C(N)N)C(C)C1 (configuration not stated)
70	-8	8	Cc1ccc(-c2csc3ncnc(SCC(=O)O)c23)cc1
71	-14	1	COc1ccccc1NS(=O)(=O)c1cccc(C(=O)NNC(=O)c2ccc(Cl)nc2)c1
72	-19	29	Cc1cc(C)n(C(=O)c2cc3sccc3[nH]2)n1
73	-28	-2	NC[C@H](Cc1ccccc1)NCCCCC1CCCCC1
74	-3	15	COc1ccccc1/C=N/NC(=O)C(NC(=O)c1ccccc1)=C(C)C
75	62*	5	COc1ccc(C(=O)NNC(=S)NC(=O)C(C)(C)C)cc1
76	-31	14	Cc1ccc(-n2c(SCc3nc4ccccc4[nH]3)nnc2-c2ccncc2)cc1
77	16	-6	COc1ccc(NC(=O)CN2C(=O)CSC(C)C2=O)cc1 (configuration not stated)
78	-20	26	c1ccc(OCCCc2nc(-c3ccccn3)no2)cc1
79	-20	36	O=C(NNC(=S)NCc1ccco1)c1ccc(S(=O)(=O)N2CCOCC2)cc1
80	-10	15	C1CN(c2nc3nonc3nc2N2C[C@H]3CC[C@H]2C3)CCS1

Screen by screen, as entered above:
Compounds 24 to 35 in OX1R antag-2 read 26, 6, -9, 7, 18, 2, 16, 11, 11, 22, -1, 26
Compounds 24 to 35 in OX1R antag-1 read -22, -15, 4, -21, -10, 3, 11, -31, 11, -42, -11, -5

Profiles as entered above.
Entry for COc1ccc(C(=O)NNC(=S)NC(=O)C(C)(C)C)cc1 = OX1R antag-1: 62*; OX1R antag-2: 5
Entry for O=C(N1CCOCC1)N1CCN(S(=O)(=O)c2ccc(F)cc2)CC1 = OX1R antag-1: 0; OX1R antag-2: -5

(more compounds)
entry	OX1R antag-1	OX1R antag-2	Compound
81	-16	13	CCOC(=O)c1cc2c(=O)n3ccccc3nc2n(Cc2ccco2)c1=NC(=O)c1ccc(OC)cc1
82	-17	9	Cc1cccc(OCC(=O)Nc2ccc(CN3CCOCC3)cc2)c1C
83	-14	16	Cc1ccc(C(=O)NCCc2ccc(S(=O)(=O)N3CCCC3)cc2)cc1
84	-12	10	CCN(c1ccc(OCC(=O)OCC(=O)Nc2ccc(F)c(F)c2F)cc1)S(=O)(=O)c1ccccc1
85	0	2	COc1ccccc1CNC(=O)c1ccccc1N
86	5	37	Cc1cccc(NC(=O)CSc2nnc(Cc3ccccc3)o2)c1
87	-18	11	CC1CCCN(C(=O)C2c3ccccc3C(=O)N3CCc4ccccc4C23)C1 (configuration not stated)
88	-31	24	CCCOc1ccc(-c2nc3c(c(=O)[nH]c(=O)n3Cc3ccccc3)n2CCO)cc1OCC
89	-18	5	COc1cc(C(=O)NC(C)CCc2ccccc2)cc(OC)c1OC (configuration not stated)
90	1	6	Cc1ccc(S(=O)(=O)N2CCCCC2)cc1NC(=O)C1CCC1
91	2	13	COc1ccc(C(C)=O)cc1COc1cccc2cccnc12
92	-6	-3	Fc1cccc(CNCc2ccc3c(c2)OCO3)c1
93	9	12	COc1ccccc1NC(=O)C/C(N)=N/O
94	-24	32	CC(=O)c1sc(NC(=O)c2ccc(C(C)(C)C)cc2)nc1C
95	-12	13	COc1ccc(NS(=O)(=O)c2ccc(C)c(C(=O)NCC(c3cccs3)N3CCOCC3)c2)cc1 (configuration not stated)
96	-8	5	COc1ccc(NC(=O)C2CCCN(c3nc(C)cc(C)n3)C2)cc1 (configuration not stated)
97	-14	25	COc1ccc(Nc2oc(-c3ccccc3F)nc2C#N)cc1
98	-14	39	CCNc1nc(CSc2ccccc2)nc2sc(C)c(C)c12
99	-22	20	CCCS(=O)(=O)N1CCC(C(=O)N2CCC(Cc3ccccc3)CC2)CC1
100	-2	10	Cc1cc(=O)[nH]c(-c2ccc(C(F)(F)F)cc2)n1
101	-10	21	COc1ccc(C(C)=O)cc1COc1cccnc1[N+](=O)[O-]
102	-23	20	COc1ccccc1N(C)S(=O)(=O)c1ccc(C(=O)OCC(=O)NCc2cccs2)cc1
103	-11	9	O=C(COc1cc(O)c2c(=O)c3ccccc3oc2c1)OCc1ccccc1
104	-3	19	O=C(CCS(=O)(=O)c1ccccc1)NC1CCCC1
105	-6	0	O=C(CNC(=O)C1CCCCC1)NC1CCCCC1
106	-25	6	COc1cc(NC(=O)C2CC(c3ccccc3O)=NO2)c(OC)cc1Cl (configuration not stated)
107	-15	20	CCCCc1ccc(NC(=S)N2CCC(O)CC2)cc1
108	-22	34	Cc1cccc(C)c1N(CC(=O)NC1CCCCC1)C(=O)c1csnn1
109	-4	10	Cc1ccc(S(=O)(=O)NN=C2C3CC4CC(C3)CC2C4)cc1
110	-13	2	O=C(COc1cccc2cccnc12)Nc1cccc(S(=O)(=O)N2CCCC2)c1
111	-35	12	CCOC(=O)Cc1c(C)nc2c(-c3ccc(OC)cc3)c(C)nn2c1C
112	2	4	COc1ccc(Cl)cc1NC(=S)Nc1ccccc1F
113	0	22	Brc1ccc(-c2cnc(-c3cccs3)o2)cc1
114	-38	7	CC(C(=O)Nc1ccccc1-c1ccccc1)N1CCN(C(=O)c2ccccc2)CC1 (configuration not stated)

Screening results: PubChem, The Scripps Research Institute Molecular Screening Center
